Screening results: PubChem, several laboratories
H9c2 protect: myocardial damage modulation in H9c2 cells | H9c2 cardiomyocytes, H2O2 injury protection, ATPLite, 2 h | protection from H2O2 cell death, % at 20 µM | 360,000 tested, 0.63% active | AID 588492;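 active means compounds giving at least 50% protection of heart cells from peroxide-induced death in the single-dose screen, raw or plate-pattern-corrected value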;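 further: 0% = DMSO wells with peroxide and 100% = DMSO wells without peroxide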
MC4R antag cAMP: antagonists of human melanocortin 4 receptor (MC4R). inhibition, % at 6.5 µM. P32245. MC4R-expressing cells, MTII-stimulated cAMP, LANCE TR-FRET. AID 540295. 360,000 tested, 0.48% active;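 active means inhibition above its plate's cutoff, the mean of tested wells on that plate plus 3 SD, cut at about 29% in these data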;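 further: 0% = Melanotan II alone and 100% = Melanotan II plus saturating MCL0020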
Target sequence (P32245 whole entry, looked up): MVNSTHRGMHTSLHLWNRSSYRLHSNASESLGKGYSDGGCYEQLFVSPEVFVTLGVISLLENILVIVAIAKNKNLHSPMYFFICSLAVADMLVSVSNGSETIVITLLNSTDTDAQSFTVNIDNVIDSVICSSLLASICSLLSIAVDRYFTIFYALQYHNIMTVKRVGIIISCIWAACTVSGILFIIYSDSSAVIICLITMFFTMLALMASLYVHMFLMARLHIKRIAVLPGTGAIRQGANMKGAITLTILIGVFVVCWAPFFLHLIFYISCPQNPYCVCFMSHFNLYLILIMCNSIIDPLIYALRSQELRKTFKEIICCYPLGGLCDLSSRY
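material = U2OS cells stably expressing human melanocortin 4 receptor (MC4R) | also added = Melanotan II challenge | dosing = single nominal compound dose of 6.5 µM | detection = TR-FRET with Eu-cAMP and labeled anti-cAMP, 671 nm | replication = singlicate | timing = compound 30 min, challenge 1 h, detection 1 h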
MC4R ag barr: activates human MC4R beta-arrestin recruitment; P32245; activation, % at 8.9 µM; U2OS MC4R beta-arrestin complementation, luminescence; percent of melanotan II response, DMSO zero; 360,000 tested, 0.98% active;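 active means activation above a per-plate cutoff, the mean activation of sample wells on that plate plus 3 SD, cut at about 8% in these data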
aDG glyco act: increases alpha dystroglycan glycosylation | activation, % at 10 µM | 360,000 tested, 0.22% active | AID 624168 | Pro5-aDG cells, alpha-DG glycosylation AlphaScreen (IIH6); 0% Pro5, 100% B10-LARGE cell signal;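 active means activation of at least 8% versus controls, or a plate z-score of at least 8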;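 further: Pro5 are CHO cells carrying HIG-tagged alpha-DG that lacks glycosylation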
CaV13 FRET inh: Primary screen for inhibitors of IQ motif and Ca2+-dependent inactivation inhibitor domain binding in CACNA1D, Förster resonance energy transfer in living cells, …. HEK cells, CFP/YFP FRET ICDI-IQ, plate reader, 10 min; percent FRET-ratio fall versus neutral wells. inhibition, % at 12.3 µM. 340,000 tested, 0.098% active;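 active means mean replicate inhibition of at least 30% and at least 1% of replicates passing that level; inconclusive means only one of the two criteria is met; inactive means neither criterion is met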;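 further: 0% = median of the neutral control wells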
ABCB6 inh 2: inhibitors of human ABC transporter ABCB6. Q9NP58. K562-ABCB6 porphyrin accumulation, flow cytometry, 1 h; stronger effect = lower value. fluorescence ratio to DMSO, % at 10 µM. 360,000 tested, 0.19% active. AID 602162;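 active means fluorescence ratio to DMSO below 75%, the collection mean minus 3 SD; inconclusive means too few cells collected in the well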;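 further: signal is porphyrin accumulated inside mitochondria; 100% equals median channel fluorescence of DMSO control wells; lower ratio means ABCB6 inhibition with less porphyrin fluorescence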
Glyco luc inh: blocks N-linked glycosylation in D54 reporter cells; 360,000 tested, 0.23% active; reporter increase, % at 12.5 µM; D54 ERlucT glycosylation luciferase reporter, 24 h; percent of 100 nM tunicamycin response;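 active means mean luciferase reporter signal, scaled so untreated is 0 and the glycosylation-blocking control 100, at or above a set limit in every replicate; inconclusive means mean reaches the limit but not every replicate does; inactive means mean below the limit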;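 further: luciferase carries N-glycosylation sites so blocking glycosylation raises the light; 0% = median of neutral control wells and 100% = median of 100 nM tunicamycin wells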
PDI turbidity: inhibitors of human protein disulfide isomerase; P07237; PDI insulin aggregation turbidity, A650, 90 min; inhibition, % at 10 µM; 350,000 tested, 0.052% active;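 active means mean inhibition across replicates of 30% or more, whatever share of single replicates reach that level; inconclusive means mean inhibition below 30% while every single replicate reaches 30%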;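 further: absorbance from insulin aggregation driven by PDI reduction with DTT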
Vif imaging: inhibitors of HIV Vif; inhibition, % at 7.49 µM; 340,000 tested, 0.35% active; AID 602346; HEK293T cells, Vif self-association by quenched fluorescence, imaging, 24 h; in the data active means inhibition above about 50%, passing the limit was not always enough; inconclusive means no clear call, values can overlap the other calls; inactive means below about 31%; further: some results filed as inactive read as strong as hits
HTR2A ag: mouse HTR2A agonism via beta-arrestin recruitment. 360,000 tested, 0.66% active. CHO-K1 mHTR2A beta-arrestin complementation, luminescence; percent of 30 µM serotonin response. activation, % at 7.6 µM;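 active means activation above a run cutoff, the mean activation of all tested compounds plus 3 SD, cut at about 14% in these data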;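 further: 0% = plate median of compound wells and 100% = 30 µM serotonin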
Target sequence (P35363 whole entry, looked up): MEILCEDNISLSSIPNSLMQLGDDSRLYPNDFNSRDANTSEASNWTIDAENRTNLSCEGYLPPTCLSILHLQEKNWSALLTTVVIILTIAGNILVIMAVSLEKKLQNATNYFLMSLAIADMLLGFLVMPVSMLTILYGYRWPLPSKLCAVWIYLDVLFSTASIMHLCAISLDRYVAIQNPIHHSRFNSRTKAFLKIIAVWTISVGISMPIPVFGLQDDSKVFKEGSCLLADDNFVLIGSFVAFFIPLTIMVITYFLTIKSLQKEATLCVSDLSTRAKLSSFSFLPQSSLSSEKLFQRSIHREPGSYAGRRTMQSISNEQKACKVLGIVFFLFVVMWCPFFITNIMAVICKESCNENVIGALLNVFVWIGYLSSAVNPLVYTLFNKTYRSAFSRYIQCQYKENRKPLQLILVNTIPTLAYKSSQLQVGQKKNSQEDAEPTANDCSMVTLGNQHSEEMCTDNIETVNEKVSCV
An asterisk follows results filed as active; ? = inconclusive; . = no result given.

SMILES	H9c2 protect	MC4R antag cAMP	MC4R ag barr	aDG glyco act	CaV13 FRET inh	ABCB6 inh 2	Glyco luc inh	PDI turbidity	Vif imaging	HTR2A ag
CC12c3ccccc3C(c3ccccc31)C1C(=O)N(Cc3cccnc3)C(=O)C12 (stereo not drawn)	20	9	-0.4	0.1	.	99	-1	3	-3	-2
CC(=O)c1cc(F)ccc1OCC(=O)N1CCCc2ccccc21	11	5	-1.2	0.0	-3	93	0	9	11	2
O=C(O)COCC(=O)Nc1ccc(-n2nc(C(F)(F)F)cc2-c2cccs2)cc1	0	5	-0.3	0.1	-21	93	1	11	-3	0
CC(=O)N/C(=C/c1cccnc1)C(=O)Nc1ccc(Cl)cc1	4	-2	-0.1	-0.4	-4	97	2	2	-6	1
O=C(COC(=O)c1nc(Cl)ccc1Cl)NC1CCCCCC1	-1	14	-0.5	0.1	-6	100	0	1	7	4
O=C1OC2(CCCC2)OC(=O)C1=Cc1c[nH]c2ccccc12	23	8	-3.3	-0.2	-3	129	3	0	?	-2
CCCC(=O)Nc1ccc(C#Cc2ccccc2)cc1	-6	3	0.1	0.8	-5	101	-11	-1	-9	-3
COc1cccc(NC(=O)c2ccnc(N3CCC(C(=O)NCc4cc(OC)ccc4OC)CC3)c2)c1	8	6	-2.8	0.4	.	103	-2	-11	-11	-7
Cc1[nH]c2ccccc2c1C(=O)C(=O)NCc1nnnn1-c1ccc(F)c(F)c1	6	-13	-0.4	-0.2	-9	95	2	-2	9	1
Nc1nc2c(nc(N3CCCCC3)n2[C@@H]2O[C@H](CO)[C@@H](O)[C@H]2O)c(=O)[nH]1	2	4	-0.3	0.1	-2	94	1	-4	4	-1
CCn1nc(NC(=O)Cc2ccc(OC)cc2)c2cc3cccc(C)c3nc21	7	10	9.3*	0.4	-8	100	9	-3	-21	3
Cc1sc2ncn(CC(=O)N3CCC(C(N)=O)CC3)c(=O)c2c1S(=O)(=O)N1CCOCC1	2	-5	0.6	0.0	-4	91	1	13	-2	-7
COc1ccc(C2=NN(CCC(=O)NC3CCC(C)CC3)C(=O)CC2)cc1 (stereo not drawn)	-6	-1	-2.2	0.1	-7	91	-1	-1	11	-3
O=C(NC(=S)Nc1ccc2[nH]c(=O)[nH]c2c1)c1ccccc1[N+](=O)[O-]	0	-2	-4.5	0.2	-6	103	1	5	10	-7
CC(=O)Nc1ccc(NC(=O)CN2C(=O)COc3ccc(S(=O)(=O)N4CCCCC4)cc32)cc1	4	12	-2.2	0.1	-2	97	-1	-5	6	5
Cc1cc(C)cc(NC(=S)N2CCN(c3ncccn3)CC2)c1	-6	4	-0.9	-0.2	-3	98	-2	14	-39	2
Cn1c(N)c(C(=O)CSc2n[nH]c(-c3ccccc3)n2)c(=O)n(C)c1=O	5	2	2.9	0.2	-15	92	2	-8	14	0
CCOC(=O)c1cc(NC(=O)/C=C\C(=O)O)ccc1Cl	-1	10	-0.7	-0.2	5	106	1	-1	3	-3
CC(CC12CC3CC(CC(C3)C1)C2)NCc1ccccc1O (stereo not drawn)	-18	3	3.1	1.7	-20	94	-1	4	12	5
O=C(c1ccc2[nH]ccc2c1)N1CCCC(Nc2ccccc2)C1 (stereo not drawn)	-6	-1	-2.6	-0.1	-2	97	2	12	-1	2

Structural class, the entries above containing a COOH group.
SMILES	H9c2 protect	MC4R antag cAMP	MC4R ag barr	aDG glyco act	CaV13 FRET inh	ABCB6 inh 2	Glyco luc inh	PDI turbidity	Vif imaging	HTR2A ag
O=C(O)COCC(=O)Nc1ccc(-n2nc(C(F)(F)F)cc2-c2cccs2)cc1	0	5	-0.3	0.1	-21	93	1	11	-3	0
CCOC(=O)c1cc(NC(=O)/C=C\C(=O)O)ccc1Cl	-1	10	-0.7	-0.2	5	106	1	-1	3	-3

Later entries
SMILES	H9c2 protect	MC4R antag cAMP	MC4R ag barr	aDG glyco act	CaV13 FRET inh	ABCB6 inh 2	Glyco luc inh	PDI turbidity	Vif imaging	HTR2A ag
Cc1cc(NC(=O)Cn2cnc3sc(C)c(-c4ccccc4)c3c2=O)no1	-4	-2	-1.6	-0.2	-5	98	-1	0	-5	2
N#CC1=C(N)Oc2cc(N)ccc2C1C1CCCCC1 (stereo not drawn)	2	-1	4.1	0.1	-3	94	11	-6	-2	0
O=C(O)C1C=CC(C(=O)O)c2ccccc21 (stereo not drawn)	1	-1	0.7	-0.1	-5	96	2	-3	4	-4
C/C=C/c1cc(CN2CCN(c3ccc(OC)cc3)CC2)c(O)c(OC)c1	6	-1	-1.1	0.0	-5	97	-1	5	4	-7
CN1CCN(c2nc(-c3ccncc3)nc3ccccc23)CC1	6	2	-1.5	0.0	.	102	22	-5	35	-5
Nc1ccc(SCc2nc3cccc4c3n2CCC4)cc1	0	-1	-0.3	-0.1	-20	98	2	0	-10	-5
CCOC(=O)c1c(NC(=O)Cn2nc(C(=O)O)c3ccccc3c2=O)sc(CC)c1C	2	11	8.0	0.0	0	97	3	-4	8	2
CC(=O)c1ccc(N2C(=NC(=O)CCc3ccccc3)SC3CS(=O)(=O)CC32)cc1 (stereo not drawn)	-6	4	-2.7	0.2	-7	94	-1	-10	3	-5
CC(O)(c1ccc(F)c(F)c1)c1nc(-c2ccc(F)c(Cl)c2)cs1 (stereo not drawn)	-16	5	2.4	-0.1	-5	97	3	10	.	0
O=C(c1cccc(S(=O)(=O)N2CCOCC2)c1)N1CCN(C/C=C/c2ccccc2)CC1	-5	2	0.8	0.1	-5	102	-3	-6	.	-11

Sorted by the number under Vif imaging (lowest first): 3 of the compounds above.
compound	MC4R antag cAMP	MC4R ag barr	aDG glyco act	CaV13 FRET inh	ABCB6 inh 2	Glyco luc inh	PDI turbidity	Vif imaging	HTR2A ag
Cc1sc2ncn(CC(=O)N3CCC(C(N)=O)CC3)c(=O)c2c1S(=O)(=O)N1CCOCC1	-5	0.6	0.0	-4	91	1	13	-2	-7
O=C(c1ccc2[nH]ccc2c1)N1CCCC(Nc2ccccc2)C1 (stereo not drawn)	-1	-2.6	-0.1	-2	97	2	12	-1	2
C/C=C/c1cc(CN2CCN(c3ccc(OC)cc3)CC2)c(O)c(OC)c1	-1	-1.1	0.0	-5	97	-1	5	4	-7

The list continues.
SMILES	H9c2 protect	MC4R antag cAMP	MC4R ag barr	aDG glyco act	CaV13 FRET inh	ABCB6 inh 2	Glyco luc inh	PDI turbidity	Vif imaging	HTR2A ag
COc1ccc(S(=O)(=O)N2CCCC(C(=O)Nc3ccc(NC(=O)c4ccccn4)cc3)C2)cc1 (stereo not drawn)	5	7	-1.6	-0.3	-8	94	-1	-3	17	3
Cc1ccc(S(=O)(=O)CC(=O)Nc2ncc([N+](=O)[O-])s2)cc1	1	1	-0.6	-0.1	-4	96	1	-12	4	6
CC1=CN(S(=O)(=O)c2ccc(C)cc2)C[C@@H]2c3ccccc3N(S(=O)(=O)c3ccc(C)cc3)[C@H]12	5	8	-1.1	-0.4	-6	101	-7	-3	.	-2
COc1ccc(C)cc1S(=O)(=O)NCC(c1ccco1)N1CCc2ccccc2C1 (stereo not drawn)	-4	3	0.0	0.0	-4	98	-4	-1	11	1
O=C(Nc1cnccc1C(F)(F)F)NC1CCCCC1	-1	12	-0.8	-0.2	-13	99	0	3	13	-1
OC(COc1ccc2ccccc2c1)Cn1ccnc1 (stereo not drawn)	-4	-1	-2.1	0.0	.	100	-3	0	8	5
COc1ccc(CCN2C(=O)CSC2=Nc2ccc(C(C)C)cc2)cc1OC	-14	16	-1.1	2.9*	-4	93	2	2	-17	0
Cc1ccc(NC(=O)c2cc(=O)c3ccccc3o2)c(C)c1	1	-14	-2.1	0.0	-5	91	0	-4	-3	-1
Cc1nnc(SCc2nc3scc(-c4ccccc4)c3c(=O)[nH]2)s1	-5	6	-1.0	0.1	-18	97	1	-14	.	1
COc1ccc(Cl)cc1-c1cc(C(=O)NCc2cccc(C(F)(F)F)c2)[nH]n1	-7	2	1.3	1.6	-2	99	2	3	6	3
O=C(CCC(=O)N1CCSc2ccccc21)Nc1ccc(F)cc1	-1	6	-0.5	-0.2	-2	94	1	.	.	-4
CCNC(=S)Nc1ccc(Cc2nc3ccccc3[nH]2)cc1	-3	-5	-0.5	-0.1	-17	98	0	-5	-3	-2
Cc1ccc(N(C(C)C(=O)Nc2ccc3c(c2)OCO3)S(C)(=O)=O)cc1 (stereo not drawn)	3	0	1.5	0.6	0	107	1	-1	5	7
CCOC(=O)N1CCN(C(=O)c2sc3nc(-c4ccc(F)cc4)cn3c2C)CC1	3	27	-1.8	0.6	-5	100	0	-8	-7	0
CCOC(=O)C1=C(COC(=O)CSc2ccc(C)cc2)NC(=O)NC1C (stereo not drawn)	4	-4	-0.9	0.1	-15	95	0	16	-5	-3
COC(=O)c1ccc(/C=C(/NC(=O)c2ccccc2)C(=O)N2CCOCC2)cc1	0	14	-4.1	-0.1	-3	98	-1	2	-1	0
Cc1nc2[nH]c(=O)c3c(n2n1)NC1=C(C(=O)CC(C)(C)C1)C3c1ccc(F)cc1 (stereo not drawn)	-2	16	-1.4	-0.1	-3	102	1	-7	-4	1
CCCOc1ccc([N+](=O)[O-])c(N)c1	-8	2	-2.0	-0.2	-4	105	1	1	-18	7
O=C(NCCCl)c1ccc(OCc2ccccc2)cc1Cl	2	5	1.8	0.2	-20	96	-2	8	-3	-3
Oc1cccc(/C=C/c2ccc3cccc(O)c3n2)c1	-5	6	-4.6	0.1	-3	99	-9	-8	-11	-6
CC12CC(c3ccccc3O1)C(C(=O)N1CCOCC1)C(=O)N2 (stereo not drawn)	1	10	-1.0	0.8	-7	102	0	-1	6	-2
CC(=O)NNC(=O)C(O)(c1ccccc1)c1ccccc1	3	10	-1.3	0.0	-4	97	2	-5	?	4
CCc1nc(SCC(=O)N2CCCCC2)c2c(=O)n(C)c(=O)n(C)c2n1	8	3	-1.6	1.6	-4	102	-1	0	-12	-3
O=C(Cc1ccccc1)Oc1coc(CSc2ncccn2)cc1=O	12	4	0.0	-0.1	-6	99	0	0	3	1

Two entries from above in a different format.
> CCOC(=O)N1CCN(C(=O)c2sc3nc(-c4ccc(F)cc4)cn3c2C)CC1
  H9c2 protect: 3; MC4R antag cAMP: 27; MC4R ag barr: -1.8; aDG glyco act: 0.6; CaV13 FRET inh: -5; ABCB6 inh 2: 100; Glyco luc inh: 0; PDI turbidity: -8; Vif imaging: -7; HTR2A ag: 0
> CC12CC(c3ccccc3O1)C(C(=O)N1CCOCC1)C(=O)N2 (stereo not drawn)
  H9c2 protect: 1; MC4R antag cAMP: 10; MC4R ag barr: -1.0; aDG glyco act: 0.8; CaV13 FRET inh: -7; ABCB6 inh 2: 102; Glyco luc inh: 0; PDI turbidity: -1; Vif imaging: 6; HTR2A ag: -2

This is a random part of the collection (roughly 3.6% active in at least one column).
